Compound activity from PubChem.
Wnt act: activators of Wnt/beta-catenin signaling; Wnt/beta-catenin reporter cell assay, activator, plate reader; activation, % at 9.35 µM; hit rate 1.2% among 300,000; AID 743398; in the data active = activation above about 30%, passing the limit was not always enough;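 also: 0% = neutral control wells and 100% = positive control wells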
cardiac RTF act: increases calcium sensitivity of human cardiac regulated thin filaments; P19429+P45379; IANBD-labeled TnC RTF fluorescence at EC20 calcium; 0% EC20 calcium, 100% full calcium; activation, % at 7.2 µM; hit rate 0.24% among 340,000; AID 493008;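 active = activation above the mean over all tested compounds plus 3 SD, cut at about 30% in these data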;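 also: rise in fluorescence read as greater calcium sensitivity of cardiac thin filaments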
CDK5 inh: CDK5/p35 (human) kinase inhibition. Q00535+Q15078. hit rate 0.01% among 330,000. Recombinant CDK5/p35, ADP-Glo luminescence, 60 min. inhibition, % at 10 µM;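 active = highest replicate inhibition of at least 50% and at least 75% of replicates reaching 50%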;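 also: plate controls were DMSO neutral control for no effect and GW8510 at 10 µM for full effect; many of its hits are not listed in these tables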
Target sequence (Q00535 whole entry, looked up): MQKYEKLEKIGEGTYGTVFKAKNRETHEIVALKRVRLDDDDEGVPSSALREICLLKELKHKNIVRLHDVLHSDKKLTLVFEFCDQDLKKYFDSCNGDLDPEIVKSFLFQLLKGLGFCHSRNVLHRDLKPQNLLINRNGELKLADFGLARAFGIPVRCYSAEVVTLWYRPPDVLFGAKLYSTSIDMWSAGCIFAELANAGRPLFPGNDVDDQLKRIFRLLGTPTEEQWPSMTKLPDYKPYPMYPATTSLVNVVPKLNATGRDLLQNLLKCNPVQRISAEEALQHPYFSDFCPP
Target sequence (Q15078 whole entry, looked up): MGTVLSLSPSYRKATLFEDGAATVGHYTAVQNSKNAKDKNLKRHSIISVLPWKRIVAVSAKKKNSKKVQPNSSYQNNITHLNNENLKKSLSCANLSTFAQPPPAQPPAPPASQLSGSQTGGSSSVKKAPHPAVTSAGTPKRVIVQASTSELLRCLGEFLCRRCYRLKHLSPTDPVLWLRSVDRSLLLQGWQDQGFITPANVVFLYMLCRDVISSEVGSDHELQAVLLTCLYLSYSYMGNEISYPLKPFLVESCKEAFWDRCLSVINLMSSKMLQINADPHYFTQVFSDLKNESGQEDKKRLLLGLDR
V-ATPase pH: yeast V-ATPase proton transport regulation by pHLuorin; S. cerevisiae, pHLuorin cytosolic pH fluorescence; response, % at 10 µM; hit rate 0.37% among 350,000; AID 504577; in the data active = response mostly above about 7.3%, no sharp cut-off; inactive = mostly below about 5.4%; also: actives read high; inactives centre near 0; some compounds called inactive have numbers as strong as hits; reference of the scale not given here
Rtt109 Vps75: inhibitors of Candida albicans Rtt109/Vps75 histone acetyltransferase. Q5AAJ8. purified Rtt109/Vps75, ThioGlo CoA-SH fluorescence, 4 h. inhibition, % at 34.9 µM. hit rate 0.16% among 330,000;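 active = inhibition of at least 50% in every replicate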
MITF act: increases MITF-driven TRPM1 promoter luciferase signal; SK-MEL-5 TRPM1-promoter luciferase, 24 h; % of positive control, neutral wells = 0; activation, % at 12.5 µM; hit rate 0.75% among 300,000; AID 588334;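 active = mean activation of at least 80% with every replicate also reaching 80%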;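 also: 0% = neutral control wells and 100% = parthenolide positive control wells; values of inactives mirror those of a sister screen read the other way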
dFosB act: enhances mouse delta FosB homodimer DNA binding; hit rate 0.99% among 340,000; purified delta FosB, TAMRA-CDK5 oligo fluorescence polarization; percent of positive-control signal above neutral wells; activation, % at 25 µM; P13346; AID 493131;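 active = mean activation above about 17%, with every replicate also reaching it, limit read from the data, passing the limit was not always enough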;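 also: fluorescence polarization rise as delta FosB binds a TAMRA Cdk5 AP-1 oligo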
Target sequence (P13346 whole entry, looked up): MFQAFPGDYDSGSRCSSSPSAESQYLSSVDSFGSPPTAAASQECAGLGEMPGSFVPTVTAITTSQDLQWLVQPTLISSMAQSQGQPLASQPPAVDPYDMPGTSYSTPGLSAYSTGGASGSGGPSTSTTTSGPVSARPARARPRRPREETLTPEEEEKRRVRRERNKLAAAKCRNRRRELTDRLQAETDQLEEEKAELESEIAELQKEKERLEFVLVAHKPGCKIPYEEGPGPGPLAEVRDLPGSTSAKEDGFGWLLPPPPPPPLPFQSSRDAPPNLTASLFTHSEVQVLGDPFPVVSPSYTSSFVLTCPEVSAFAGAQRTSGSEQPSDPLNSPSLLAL
Tat export inh: E. coli Tat transport inhibition; E. coli MC4100 TorA-mCherry Tat export, fluorescence; inhibition, % at 10 µM; hit rate 0.036% among 340,000; AID 488895;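 active = mean replicate inhibition at least 50% and at least half of replicates individually reaching 50%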;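 also: exported cargo escapes ClpAP degradation while cytoplasmic cargo is degraded and loses fluorescence; 0% = median of neutral control wells and 100% = median of NaSCN control wells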
CAL PDZ FP-1: blocks peptide binding to the human CAL PDZ domain. Q9HD26. purified CAL PDZ, TMR-peptide fluorescence polarization, 1 h. inhibition, % at 24.9 µM. hit rate 0.92% among 300,000. AID 602252;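 active = mean inhibition of at least 30% with at least half of replicates also reaching 30%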;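 also: 0% = DMSO neutral control and 100% = excess unlabeled competitor peptide PRC23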
CAL PDZ FP-2: inhibitors of human CAL PDZ peptide binding | Q9HD26 | purified CAL PDZ, TMR-peptide fluorescence polarization, 1 h | inhibition, % at 20 µM | hit rate 0.02% among 330,000 | AID 504414;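 active = highest replicate inhibition of at least 40%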;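 also: plate controls were DMSO neutral control wells for no effect and unlabeled competitor peptide control wells for full effect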
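System: purified tagged CAL PDZ domain construct (CerCALP). Schedule: 1 h incubation at room temperature before polarization reading. Medium: 25 mM sodium phosphate pH 7.4, 150 mM NaCl, TCEP, IgG, Thesit. Read-out: percent inhibition from loss of millipolarization. Measured by: FP readout, S and P plane fluorescence. Probe or stimulus: fluorescent TMR peptide probe.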
* hit, by the source's call; i = inactive; / = no result given. Hits appear at their usual frequency, and some 4.1% of all compounds hit somewhere here.

Wnt act	cardiac RTF act	CDK5 inh	V-ATPase pH	Rtt109 Vps75	MITF act	dFosB act	Tat export inh	CAL PDZ FP-1	CAL PDZ FP-2	canonical_smiles
0	-3	0.8	4	-4	6	-7	1	-5	7.3	CN(Cc1ccon1)C(=O)CC1C(=O)NCCN1Cc1ccccc1C(F)(F)F (configuration not stated)
1	-2	0.3	0	0	5	1	-3	2	-1.3	Cc1ccc(C(=O)N[C@H](C(=O)Nc2ccc(F)cc2)C(C)C)cc1
0	2	-1.8	1	6	-19	-17	2	7	0.2	N#Cc1c(N)sc(=S)c2c1CCCCC2
2	-2	0.6	-7	5	20	-5	-9	-2	-1.3	C/C(=N\NC(=O)COc1cccc2ccccc12)c1cccs1
-3	0	0.7	0	7	-6	-12	-4	/	-0.4	O=C1/C(=C/c2ccc(Cl)cc2)SC(=S)N1CCC(=O)N1CCCCC1CCO (configuration not stated)
1	-2	-0.4	-8	-15	3	-9	4	-1	-1.9	COc1ccc(Br)cc1CN1C(=O)NC2(CCCCCC2)C1=O
/	3	0.5	6	0	-4	-2	9	5	-0.4	CCC(CC)C(=O)Nc1c2cnn(-c3ccccc3)c2nc(=O)n1-c1ccccc1
-10	0	0.0	9	-1	-40	1	0	50*	-0.7	CCn1nc(C)c(CNC(=O)c2ccc(OC3CCN(Cc4ccccn4)CC3)cc2)c1C
3	4	-0.2	6	7	-4	-5	8	-2	1.2	CCCC[C@H]1C2=C3[C@@H](CC(C(=O)OC)=C[C@@H](C(=O)OC)[C@H]3C(C)(C)C2=O)n2c(=O)n(-c3ccccc3)c(=O)n21
2	3	-0.1	2	/	/	-3	-4	4	0.2	COCCOC(=O)c1c(N)n(CCCN2CCOCC2)c2nc3ccccc3nc12

(further entries)
Wnt act	cardiac RTF act	CDK5 inh	V-ATPase pH	Rtt109 Vps75	MITF act	dFosB act	Tat export inh	CAL PDZ FP-1	CAL PDZ FP-2	canonical_smiles
0	0	0.3	-3	-7	-5	8	-1	/	-0.2	Cc1ccc(CSc2nnc(-c3ccc(S(=O)(=O)N4CCCC4)cc3)o2)cc1
6	-2	-0.7	2	0	14	1	1	-3	/	COc1ccccc1N(CN1C(=O)c2ccccc2C1=O)C(=O)c1cccnc1
-2	4	3.1	-6	-9	45	-2	-5	-2	-2.4	c1ccn2cc(CSc3nnc4ccccn34)nc2c1
/	-2	-5.8	-3	-2	0	2	-3	/	-0.2	COc1ccc(N(CC(=O)NCC2CCCO2)S(=O)(=O)c2c(C)noc2C)cc1 (configuration not stated)
44*	-1	0.9	-2	3	21	-9	7	-3	-0.8	COc1ccc(N2C(=O)c3ccccc3C2O)cc1 (configuration not stated)
-1	2	-0.5	-1	-16	-6	-6	8	/	-0.7	Cc1ccc(CN2CCN(Cc3ccc(O)cc3)CC2CCO)o1 (configuration not stated)
-3	3	0.6	0	1	-9	-2	-9	-4	-1.2	c1ccc(-c2nnc3n2-c2ccccc2SC3)cc1
34*	0	-0.3	2	-6	45	-8	1	-1	0.6	CCc1nnc(NC(=O)c2ccc3ncsc3c2)s1
-3	-4	1.0	3	-7	11	-3	3	/	1.0	N#Cc1nc(COc2ccccc2Cl)oc1N1CCCCCC1
0	0	1.8	4	3	13	1	2	-1	0.0	COc1ccc(S(=O)(=O)Cc2ccc(C(=O)NC(C)C)o2)cc1

Additional entries:
Wnt act	cardiac RTF act	CDK5 inh	V-ATPase pH	Rtt109 Vps75	MITF act	dFosB act	Tat export inh	CAL PDZ FP-1	CAL PDZ FP-2	canonical_smiles
0	3	-1.2	-1	2	13	-3	-15	/	-1.4	Cc1nnc(N(C)C(=O)c2ccncc2)s1
/	2	0.2	-2	-2	6	1	-9	-1	-0.7	C=CCONC(=O)c1cc(OCC(F)(F)F)ccc1OCC(F)(F)F
/	4	1.0	2	0	-2	-7	-14	-3	0.6	COc1ccc(CC(=O)NCc2ccccn2)cc1OC
-1	6	0.2	2	-12	110*	-21	-7	0	-3.0	CCOc1cccc2cc(-c3csc(NC(=O)CCC(=O)NCCN4CCCCC4C)n3)c(=O)oc12 (configuration not stated)
-2	-9	-0.8	-4	-4	0	1	-11	-4	-0.4	Cc1cc(C)nc(N2CCC(C(=O)NC3CC3)CC2)n1
4	6	0.9	-3	-13	4	-4	-3	1	-2.1	CCOc1ccccc1CN1CCC(n2nccc2NC(=O)CCc2ccccc2)CC1
-2	3	-0.6	6	-14	-20	-23	3	1	-0.2	O=C(NCC12CC3CC(CC(C3)C1)C2)c1cc2n(n1)C(C(F)(F)F)CC(c1ccco1)N2 (configuration not stated)
-1	-1	-0.5	-2	2	12	-15	8	3	-0.2	COc1ccc(C(=O)OCC(=O)c2cc(C)n(CC3CCCO3)c2C)cc1[N+](=O)[O-] (configuration not stated)
/	-1	0.3	7	i	/	-3	4	4	1.0	Cc1c(O)c(CN2CCCCC2)cc2c3c(c(=O)oc12)CCC3
-2	-6	-1.1	0	-5	7	-1	-10	-2	-1.7	CCOc1ccc(NC(=O)CN(C)C(=O)c2ccc(=O)[nH]c2)cc1OCC

Reprinted at random: 5 compounds from above, in no set order.
Wnt act	cardiac RTF act	CDK5 inh	V-ATPase pH	Rtt109 Vps75	MITF act	dFosB act	Tat export inh	CAL PDZ FP-1	CAL PDZ FP-2	canonical_smiles
6	-2	-0.7	2	0	14	1	1	-3	/	COc1ccccc1N(CN1C(=O)c2ccccc2C1=O)C(=O)c1cccnc1
-1	-1	-0.5	-2	2	12	-15	8	3	-0.2	COc1ccc(C(=O)OCC(=O)c2cc(C)n(CC3CCCO3)c2C)cc1[N+](=O)[O-] (configuration not stated)
/	2	0.2	-2	-2	6	1	-9	-1	-0.7	C=CCONC(=O)c1cc(OCC(F)(F)F)ccc1OCC(F)(F)F
0	0	0.3	-3	-7	-5	8	-1	/	-0.2	Cc1ccc(CSc2nnc(-c3ccc(S(=O)(=O)N4CCCC4)cc3)o2)cc1
34*	0	-0.3	2	-6	45	-8	1	-1	0.6	CCc1nnc(NC(=O)c2ccc3ncsc3c2)s1

Going on with the list.
Wnt act	cardiac RTF act	CDK5 inh	V-ATPase pH	Rtt109 Vps75	MITF act	dFosB act	Tat export inh	CAL PDZ FP-1	CAL PDZ FP-2	canonical_smiles
-1	1	-6.1	1	0	/	-4	2	0	-0.5	CCCCC(c1nnnn1CCOC)N1CCN(C(=O)c2ccco2)CC1 (configuration not stated)
3	-10	-1.1	0	-4	8	6	-12	-4	0.0	CCN1C[C@@H]2[C@@H]3C(=O)N(C)C(=O)[C@@H]3[C@](C)(C1=O)N2C(=O)c1ccc(C)cc1
-2	2	-1.8	1	-4	-6	-4	-5	0	-1.7	COc1ccc(NC(=O)C(c2ccccc2)c2ccccc2)cn1
12	-2	-2.2	0	-3	55	-7	-9	-4	-0.3	O=C(c1cc(COc2ccc(F)c(F)c2)on1)N1CCSCC1
1	12	0.6	-2	9	/	-3	1	-5	-1.4	Cc1ccc([N+](=O)[O-])cc1NC(=O)CN(C(=O)c1ccc(Cl)cc1)C1CCCCC1
2	1	0.8	1	46	8	-2	13	-4	-3.3	COc1ccccc1NC(=O)c1ccc(COc2ccccc2OC)o1
-1	2	-0.4	-1	-1	-7	1	2	0	-0.1	CC(C)CNC(=O)c1cccc(NC(=O)CSc2ccccc2)c1
75*	-3	-3.4	-2	/	60	1	3	-1	-1.8	CC(C)(C)c1ccc(NC(=O)c2ccccc2)c([N+](=O)[O-])c1
-2	0	0.2	4	7	-4	-13	1	1	-1.8	CCCN(CC(=O)Nc1ccc(Cl)cc1Cl)C(=O)c1ccc(=O)[nH]c1
3	-8	0.0	-3	38	15	-2	3	2	-2.3	C=CCNC(=S)N/N=C(\C)c1cccc(OC)c1

New compounds follow.
Wnt act	cardiac RTF act	CDK5 inh	V-ATPase pH	Rtt109 Vps75	MITF act	dFosB act	Tat export inh	CAL PDZ FP-1	CAL PDZ FP-2	canonical_smiles
/	-5	-5.5	1	-6	-26	-12	5	-5	-2.7	Cc1ccc(C(=O)c2cc([N+](=O)[O-])ccc2N2CC(C)OC(C)C2)cc1 (configuration not stated)
/	3	-0.7	6	-3	-13	-9	-5	1	-1.3	COc1ccccc1CNC(=O)CC(NS(=O)(=O)c1ccc(C)cc1)c1ccco1 (configuration not stated)
/	6	0.7	2	5	-5	4	23	1	-2.0	COc1ccc(CC(=O)Nc2cc(Cl)ccc2O)cc1
-4	0	-2.6	3	-2	13	-11	-1	-1	-0.7	O=c1nc(SCc2cccc(C(F)(F)F)c2)nc2ccccn12
1	1	0.5	0	0	5	-5	-10	0	0.2	NC(=O)CC(NC(=O)c1cccc(Br)c1)c1ccc(NCC2CC2)c([N+](=O)[O-])c1 (configuration not stated)
5	2	0.9	-3	-4	2	-6	8	0	-1.4	CC1(C)CC[C@]2(C(=O)O)CC[C@]3(CO)C(=CCC4[C@@]5(C)C[C@H](O)[C@H](O)[C@@](C)(C(=O)O)C5CC[C@]43C)[C@@H]2C1 (some centres not stated)
2	-4	1.9	-4	-3	12	-6	3	1	-3.2	COc1cccc(NC(=S)NCc2ccncc2)c1
/	2	-0.2	2	1	3	-7	-5	-3	-3.2	Cc1cc(C)cc(NC(=O)C2CCCN2/C=C/C(=O)C(F)(F)F)c1 (configuration not stated)
-2	-4	-0.5	-1	-3	29	-6	9	-1	0.1	O=[N+]([O-])c1cccc(/C=N\N2CCN(Cc3ccccc3Cl)CC2)c1
/	2	-0.4	9	1	5	-2	-1	-7	-0.7	Cc1cc(=O)[nH]c(SCC(=O)Nc2ccccc2C#N)c1C#N
-2	-1	0.6	-6	-1	9	10	-3	/	-0.4	Cc1cc(C)c(NC(=O)COC(=O)c2c(C)noc2C)c(Cl)c1
-1	1	1.4	-4	1	-9	1	-1	-2	1.6	CC(=O)/C=C\c1ccccc1OC(=O)c1cc2ccccc2oc1=O
6	-2	0.4	1	0	21	-6	1	-2	-2.3	CCc1ccc(-c2nc(SCC(=O)NC3CCS(=O)(=O)C3)n[nH]2)cc1 (configuration not stated)
